aGlu spleen mod = qHTS Assay for Inhibitors and Activators of Human alpha-Glucosidase From Spleen Homogenate. human spleen homogenate, 4-MU-alpha-glucoside fluorescence. Potency, µM (series often up to 79.9 µM), for the others: at the highest dose activity change, negative = inhibition, most hits filed as inhibitors. actives 0.006% (n = 240,000). AID 2112, 2009;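 further: 0% = enzyme with vehicle and -100% = no enzyme basal signal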
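Enzyme source: human spleen homogenate, 1 ug/well. Buffer 50 mM citric acid/K phosphate pH 5.0, 0.01% Tween-20. 4-MU-alpha-glucoside 1 mM; 37 C x 40 min; NaOH/glycine stop; fluorescence.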
GoLoco inh red = qHTS Assay for Inhibitors of RGS12 GoLoco Motif Activity (Red Fluorophore); Gai1:RGS12 GoLoco peptide FP, rhodamine, 10 min; Potency, µM (doses to about 61.6 µM), for inactives: at the highest dose activity, negative = inhibition, hits mostly inhibitors; actives 0.44% (n = 230,000); AID 880, 2007; active means well fitted inhibition curve with a large enough effect, not every such curve was filed as active; inactive means no such curve, though single readings can be large or run the other way; further: on the % scale 0 is the no-effect control and ±100 the full control effect; nearly all actives have a fitted effect of over 30% in size; many of its hits are not listed in these tables
Target sequence (P63096 whole entry, looked up): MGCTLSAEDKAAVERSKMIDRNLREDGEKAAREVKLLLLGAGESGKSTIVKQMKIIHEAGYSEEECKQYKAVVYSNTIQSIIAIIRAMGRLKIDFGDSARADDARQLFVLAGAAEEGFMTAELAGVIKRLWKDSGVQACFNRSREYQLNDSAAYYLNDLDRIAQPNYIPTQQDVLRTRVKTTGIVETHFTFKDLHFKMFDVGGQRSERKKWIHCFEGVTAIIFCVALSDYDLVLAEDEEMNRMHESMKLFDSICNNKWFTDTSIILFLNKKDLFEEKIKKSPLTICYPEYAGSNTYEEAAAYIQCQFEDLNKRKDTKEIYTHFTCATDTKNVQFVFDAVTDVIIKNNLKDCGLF
GAA inh = qHTS Assay for Inhibitors of Human alpha-Glucosidase as a Potential Chaperone Treatment of Pompe Disease; purified human GAA, 4-MU-alpha-glucoside fluorescence; actives 0.005% (n = 200,000); AID 1466, 2008; Potency, µM (series often up to 76.9 µM), for inactives: at the highest dose activity change, negative = inhibition, usual class: inhibitors;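 further: plate controls were uninhibited enzyme wells for no effect and no-enzyme background for full effect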
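AC50 values come from Hill fits of compound titrations (up to 77 uM) against 4 nM human enzyme. Substrate 4-methylumbelliferyl-alpha-D-pyranoside at 400 uM, pH 5.0 citrate buffer, 20 min room temperature; fluorescence Ex 365/Em 440 after alkaline stop.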
HTT aggregate = qHTS Multiplex Assay to Identify Dual Action Probes in a Cell Model of Huntington: Aggregate Formation (GFP) | PC12 HttQ103-GFP aggregates, Acumen cytometry, 40 h | Potency, µM (highest dose often 46.1 µM), inactives show at the top dose activity change, negative = inhibition, most hits filed as inhibitors | actives 1.1% (n = 220,000); further: on the % scale 0 is the no-effect control and ±100 the full control effect; nearly all actives have a fitted effect of over 60% in size
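Steps: seed 1500 PC12 HTTQ103-GFP cells/well; add tebufenozide, 100 nM final; add compound titration; add ATPLite reagent; quantify GFP aggregates by laser scanning cytometry.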
IMPase Li cell = qHTS Assay for Identifying the Cell-Membrane Permeable IMPase Inhibitors: Potentiation with Lithium | CHO-M1 cells, IP1 TR-FRET (IP-One), carbachol + lithium | Potency, µM (titrated, usually from 59.4 µM), for the others: at the top dose activity, negative = IMPase inhibition, usual class: inhibitors | actives 0.35% (n = 210,000) | AID 1457, 2008;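 further: IP1 builds up when IMPase is blocked and the TR-FRET signal falls; plate controls were basal vehicle for no effect and high inhibitor control for full effect; nearly all actives have a fitted effect of over 50% in size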
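CHO-M1, 2000 cells/well, 16–30 h culture; cpd + low Li+, 30 min 37C; lysis with d2-IP1/Eu-anti-IP1 Ab, 10 min RT; TR-FRET 665/620 ratio and 620 channel; AC50 via Hill.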
GAA glycogen = qHTS Assay for Inhibitors and Activators of Human alpha-Glucosidase Cleavage of Glycogen; recombinant GAA, glycogen substrate, Amplex Red glucose oxidase fluorescence; Potency, µM (series often up to 76.4 µM), for the others: at the highest dose activity change, negative = inhibition, most hits filed as inhibitors; actives 0.38% (n = 300,000);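 further: 0% = full enzyme reaction and -100% = no-enzyme basal signal; the screen sought inhibitors and activators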
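Recombinant enzyme (4 nM final) with compounds titrated up to 77 uM and bovine liver glycogen (30 ug) in citrate pH 5.0, 0.01% Tween-20, 37 C 40 min. Released glucose detected by Amplex Red/glucose oxidase (Ex 573/Em 610); AC50 from Hill fits.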
HTT ATP protect = qHTS Multiplex Assay to Identify Dual Action Probes in a Cell Model of Huntington: Cytoprotection (ATP); PC12 HTT-Q103 induced, cytoprotection, ATP luminescence, 40 h; Potency, µM (titrated, usually from 56.4 µM), for inactives: cytoprotection (ATP increase), usual class: activators; actives 0.14% (n = 230,000); AID 1471, 2008;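 further: % of control where 0% means no effect; nearly all actives have a fitted effect of over 45% in size; toxic huntingtin expression switched on by the ecdysone agonist tebufenozide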
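Cells were plated at 1500 per well in phenol red-free DMEM with 5% equine and 5% calf serum. Tebufenozide (100 nM final) and compounds were added, then ATPlite reagent, and luminescence was read.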
The depositor's hits bear a star; ? = inconclusive; / = not tested or not shown; [ ] = remark or other dose. Unless noted, the call rests on the fitted dose curve; in most records, active means well fitted curve in the direction sought with a large enough effect; inconclusive means small, poorly fitted or top-dose-only effect, or another doubt; inactive means no such curve, though single readings can be large; an effect the other way counts as inactive or inconclusive. Potency means the concentration at half of the fitted maximal effect. Some of the compounds tested. The share of hits here may be higher or lower than overall.

compound,aGlu spleen mod,GoLoco inh red,GAA inh,HTT aggregate,IMPase Li cell,GAA glycogen,HTT ATP protect
CCC(CO)NCc1ccc(OC2CCCC2)cc1 (configuration not stated),-2%,9%,-1%,-11%,-5%,4%,-6%[10 µM]
CC(C)(C)n1nnnc1C(c1cccc(C#N)c1)N1CCCCCC1 (configuration not stated),1%,-1%,7%,-7%,-1%[38.3 µM],-1%,?
O=C1C(Cl)=C(NCC2CCCO2)C(=O)N1C1CCCCC1 (configuration not stated),0%,7%,-15%,0%,7%[38.3 µM],1%,2%
C=C(C)Cn1c(C(C)NC(=O)CCC)nc2ccccc21 (configuration not stated),-3%,-17%,-7%,-15%,10%[38.3 µM],5%,18%[1.9 µM]
O=C(NN=C1CCCCCC1)c1ccc2c(c1)OCO2,2%,17%,-14%,16%[9.22 µM],5%,-21%,29%[10 µM]
c1nnc(NC2=NCCC2)s1,2%,-4%,-5%,5%,2%[38.3 µM],3%,-25%
CC1CC(=O)N(CC(=O)Nc2ccc3c(c2)OCO3)c2ccccc2S1 (configuration not stated),-4%,-2%,1%,3%,2%[38.3 µM],-8%,-10%
CSc1oc(-c2ccccc2)nc1C(N)=O,8%,-9%,8%,1%,-7%[38.3 µM],8%,-4%[10 µM]
CCN1CCN(c2ncc(C(=O)Nc3c(F)cc(F)cc3Br)c3ccccc23)CC1,9%,1%,1%,-27%,26%[38.3 µM],-6%,1%[10 µM]
CC(CN1CCCCC1)OC(=O)Cc1ccc(Cl)cc1 (configuration not stated),-9%,6%,-6%,-6%,3%[38.3 µM],-9%,-11%

Brought forward from above: 2 entries, followed by the next part.
compound,aGlu spleen mod,GoLoco inh red,GAA inh,HTT aggregate,IMPase Li cell,GAA glycogen,HTT ATP protect
CCN1CCN(c2ncc(C(=O)Nc3c(F)cc(F)cc3Br)c3ccccc23)CC1,9%,1%,1%,-27%,26%[38.3 µM],-6%,1%[10 µM]
CC(CN1CCCCC1)OC(=O)Cc1ccc(Cl)cc1 (configuration not stated),-9%,6%,-6%,-6%,3%[38.3 µM],-9%,-11%
CCCCCCCCNc1ncnc2ccccc12,-5%,2%,-7%,/,34%[38.3 µM],1%,-8%
COc1ccc(NC(=O)c2cc(-c3cccs3)on2)cc1OC,-6%,-3%,5%,3%,?,10%,-10%
COc1cc(C(=O)OCC(=O)c2cc(C)n(C)c2C)cc(OC)c1OC,-4%,-5%,1%,8%,-6%[38.3 µM],-16%,-3%[10 µM]
CC(C)C[C@@H](CN(N=O)[C@@H](Cc1ccccc1)CN(C)N=O)N(CCc1ccccc1)N=O,9%,3%,/,-12%[9.22 µM],-6%,-13%,4%[10 µM]
Cc1cc(N)n(-c2ncnc3scc(-c4ccc(Cl)cc4)c23)n1,3%,2%,1%,-18%,5%,-8%,8%[10 µM]
CCCNC(=O)C1CCN(c2cc(-c3ccccc3)nc3ncnn23)CC1,3%,14%,10%,-11%[9.22 µM],6%,21%,18%[10 µM]
COc1ccc(C2/C=C\CN(Cc3ccc(N(C)C)cc3)CC(=O)N2Cc2ccc(F)cc2)cc1 (configuration not stated),-1%,-1%,/,8%[9.22 µM],/,-20%,15%[10 µM]
CCCc1nc2ccccc2c(C(=O)OCC(=O)c2ccc3c(c2)NC(=O)CO3)c1CC,-7%,4%,3%,29%,19%[38.3 µM],2%,9%
CC(C)CC(=O)Nc1ccc(C(=O)NN2C(=O)c3ccccc3C2=O)cc1,-16%,-7%,-12%,-10%,-5%,-3%,/
Cc1cc(C)nc(SCc2ccc(C(=O)N/N=C/c3ccc(C(=O)O)cc3)cc2)n1,6%,18%,1%,10%,1%,12%,3%
COc1ccccc1NC1=C(Cl)C(=O)N(c2ccccc2)C1=O,-6%,0%,-7%,13%,-1%,9%,/
O=C(NCc1ccccn1)/C(=C/c1ccco1)NC(=O)c1ccccc1,-7%,10%,1%,0%,-6%,-3%,23%[1.9 µM]
O=c1c(C/C=C/c2ccccc2)c(O)ccn1CCc1c[nH]c2ccccc12,-16%,114%[activator],-4%,13%,11%,12%,19%
CCOCCCNS(=O)(=O)c1ccc(NC(=O)c2ccc([N+](=O)[O-])cc2Cl)cc1,-20%,6%,-4%,-16%,3%,1%,18%[10 µM]
O=C(O)c1ccccc1N1C(=O)C2C3CCC(C3)C2C1=O (configuration not stated),2%,3%,?,8%[9.22 µM],5%,-4%,6%[10 µM]
Cc1ccc(OC(=O)CCC(=O)Nc2ccc(Br)cc2)cc1,-8%,12%,-1%,-20%,6%,6%,-7%[0.074 µM]
Cc1ccc(C)c(NC(=O)CCN2CCOCC2)c1,0%,-4%,-2%,-24%,-9%[38.3 µM],-4%,-6%
O=C(NN1C(=O)c2ccccc2NC1c1ccccc1OCc1ccccc1)c1ccncc1 (configuration not stated),-9%,-1%,-5%,-11%,32%[38.3 µM],7%,-17%
Cc1cc([N+](=O)[O-])nn1CC(=O)N/N=C/c1ccccc1Br,-1%,4%,-4%[15.4 µM],11%[9.22 µM],/,5%,27%[10 µM]
COc1ccccc1C(=O)NCC(=O)n1nc(C)cc1C,-7%,-5%,-5%,-4%[9.22 µM],-6%[38.3 µM],10%,0%

Quoted at random: two compounds from above
compound,aGlu spleen mod,GoLoco inh red,GAA inh,HTT aggregate,IMPase Li cell,GAA glycogen,HTT ATP protect
Cc1cc([N+](=O)[O-])nn1CC(=O)N/N=C/c1ccccc1Br,-1%,4%,-4%[15.4 µM],11%[9.22 µM],/,5%,27%[10 µM]
COc1ccccc1NC1=C(Cl)C(=O)N(c2ccccc2)C1=O,-6%,0%,-7%,13%,-1%,9%,/

Next records.
compound,aGlu spleen mod,GoLoco inh red,GAA inh,HTT aggregate,IMPase Li cell,GAA glycogen,HTT ATP protect
O=C(c1nn2c(C(F)(F)F)cc(-c3ccccc3)nc2c1Cl)N1CCOCC1,2%,/,-4%,-3%,/,10%,-4%[10 µM]
FC(F)(F)c1cc(NC(=S)N2c3ccccc3-n3cccc3[C@H]2c2cccnc2)cc(C(F)(F)F)c1,/,2%[14.2 µM],/,/,6%,/,12%[10 µM]
CC1C/C(=C/c2ccccn2)C(=O)/C(=C/c2ccccn2)C1 (configuration not stated),1%,1%,-2%,/,10%,27%,/
Cc1ccc(NC(=O)NCc2ccc3c(c2)OCO3)c(C)c1,3%,-16%,4%,-23%,3%,6%,-36%[inhibitor]
CCOC(=O)N1CCN(C(=O)c2cc(Cl)c(Cl)cc2C(=O)O)CC1,-3%,3%,4%,1%,2%[38.3 µM],4%,-14%[0.074 µM]
CC(C)Nc1ccc(Cl)cc1[N+](=O)[O-],6%,3%,/,-4%[9.22 µM],/,/,14%[10 µM]
COc1ccc(Cn2cc(F)c(=O)n(CCC(C)C)c2=O)cc1[N+](=O)[O-],-6%,8%,2%,6%,-5%,-1%,35%[10 µM]
O=C(COc1ccc(Cl)cc1)NCCSCc1ccccc1Cl,-12%,3%,-4%,-4%,-1%,0%,14%[10 µM]
CC(Oc1ccccc1)C(=O)N=Nc1c(O)[nH]c2ccc(Br)cc12 (configuration not stated),0%,-5%,2%,-11%,11%,5%,-14%
NC1=N[C@H](c2ccc(Cl)cc2)N(c2ccc(S(=O)(=O)Nc3ncccn3)cc2)C(N)=N1,/,3%[14.2 µM],/,/,-6%,/,13%[10 µM]
O=[N+]([O-])c1cc(-c2cnc3ccccc3n2)ccc1Oc1ccc(F)cc1,-16%,2%,?,-27%,14%[38.3 µM],3%,-32%
O=C1CC(C(=O)Nc2ccc(Cl)cc2[N+](=O)[O-])C2(CCCCC2)O1 (configuration not stated),10%,10%,7%,32%,-2%,0%,-5%[10 µM]
COc1cccc2cc(-c3nnc(SCC(=O)Nc4nc(C)cs4)n3C)oc12,4%,7%,?,7%,-10%[38.3 µM],-3%,-19%
Cc1cc(C(=O)CSc2nnc(N)s2)c(C)n1Cc1cccs1,-7%,14%,5%,-11%,0%,13%,-54%[inhibitor][10 µM]
COc1cc(NC(=O)C2COc3ccccc3O2)c(OC)cc1Cl (configuration not stated),0%,-1%,-11%[15.4 µM],?,8%[38.3 µM],-16%,-13%
CNC(=O)C1=C(C)Nc2nc3ccccc3n2C1c1ccc(F)cc1 (configuration not stated),-6%,2%,/,-22%[9.22 µM],/,-14%,-13%[10 µM]
COC(=O)c1sccc1S(=O)(=O)Nc1ccc(N2CCCCC2)cc1,-2%,-3%,/,20%[9.22 µM],/,-3%,13%[10 µM]
COc1ccc(NC(=O)CC(c2ccc(F)cc2)c2ccc(OC(C)C)cc2)cc1 (configuration not stated),12%,4%,0%,-11%,7%,-6%,-14%[10 µM]
CC1(C)CC2(CCO1)OC(=O)CC2C(=O)Nc1c(Cl)cccc1Cl (configuration not stated),-4%,-7%,/,-2%[9.22 µM],/,2%,7%[10 µM]
CCOC(=O)CCc1c(C)c(C#N)c2[nH]c3ccccc3n2c1=O,8%,41%[activator],?,-13%,6%[38.3 µM],11%,-8%
O=C(O/N=C1\CCS(=O)(=O)c2sccc21)c1ccc(F)cc1,/,2%,-1%,-1%,-1%,-7%,-10%
C=CCSC1=C(C#N)C(c2ccc(OCC)cc2)CC(=O)N1 (configuration not stated),5%,3%,1%,5%,2%[38.3 µM],-6%,-6%
CC(=O)c1ccc(OCCCC(=O)Nc2cccc(S(=O)(=O)N(C)C)c2)cc1,5%,13%,3%,-9%,8%,-2%,19%[0.074 µM]
NC(=O)c1cnn2c(C(F)(F)F)cc(-c3ccccc3)nc12,6%,5%,-9%,6%,-5%[38.3 µM],8%,-14%[0.074 µM]
